HIF-2a inh = HIF-2a inhibition; 786-0 RCC cells HIF-2a reporter, luciferase luminescence, overnight; inhibition, % at 18.8 µM; hit rate 0.72% among 360,000;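 active = inhibition of the luminescence signal of 40% or more relative to plate controls, in a single-dose primary screen at 18.75 µM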
Granule exo inh = blocks lytic granule exocytosis; hit rate 0.66% among 360,000; inhibition, % at 10 µM; TALL-104 LAMP-1 surface exposure, flow cytometry; cells stimulated with thapsigargin and PMA;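 active = inhibition above about 55%, limit read from the data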
aDG glyco up = alpha-DG glycosylation activation | Pro5-aDG cells, alpha-DG glycosylation AlphaScreen (IIH6); 0% Pro5, 100% B10-LARGE cell signal | activation, % at 10 µM | hit rate 0.22% among 360,000 | AID 624168;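 active = activation of at least 8% versus controls, or a plate z-score of at least 8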;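 also: Pro5 are CHO cells carrying HIG-tagged alpha-DG that lacks glycosylation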
Peg3 prom inh = reduces Peg3 promoter-driven luciferase expression in HeLa; HeLa PEG-Prom luciferase reporter, luminescence, overnight; inhibition, % at 20 µM; hit rate 1.7% among 360,000;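 active = inhibition of at least 50% at 20 µM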
Vif inh = blocks HIV Vif function. HEK293T cells, Vif self-association by quenched fluorescence, imaging, 24 h. inhibition, % at 7.49 µM. hit rate 0.35% among 340,000. AID 602346; in the data active = inhibition above about 50%, passing the limit was not always enough; also: some results filed as inactive read as strong as hits
MITF TRPM1 inh = MITF TRPM1 promoter inhibition in SK-MEL-5 cells | AID 488899 | inhibition, % at 12.5 µM | SK-MEL-5 TRPM1 promoter luciferase, 24 h | hit rate 0.83% among 330,000;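 active = mean inhibition across replicates of 60% or more, whatever share of single replicates reaches that level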; also: values of inactives mirror those of a sister screen read the other way
NR2E3 ag-1 = activates human photoreceptor nuclear receptor NR2E3 | AID 2300 | inhibition of corepressor binding, % at 4.78 µM | hit rate 0.12% among 320,000 | GST-NR2E3/biotin-RetCOR TR-FRET, 1536-well;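 active = percent inhibition above the cutoff of mean plus 3 SD of all tested compounds, set per screening campaign, cut at about 20% in these data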;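 also: 0% = DMSO wells and 100% = biotin wells as full block of FRET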
Target sequence (Q9Y5X4 whole entry, looked up): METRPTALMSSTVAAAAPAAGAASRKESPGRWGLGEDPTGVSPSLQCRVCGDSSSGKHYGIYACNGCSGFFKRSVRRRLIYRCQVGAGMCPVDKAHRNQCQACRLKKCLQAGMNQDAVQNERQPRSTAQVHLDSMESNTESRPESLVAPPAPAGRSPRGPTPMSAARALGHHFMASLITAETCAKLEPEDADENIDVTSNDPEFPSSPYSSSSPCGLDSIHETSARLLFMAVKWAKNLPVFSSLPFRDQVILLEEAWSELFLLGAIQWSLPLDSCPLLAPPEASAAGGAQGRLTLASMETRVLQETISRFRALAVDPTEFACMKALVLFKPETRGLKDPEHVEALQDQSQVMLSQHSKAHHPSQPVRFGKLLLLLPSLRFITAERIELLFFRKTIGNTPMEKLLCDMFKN
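Material: NR2E3–RetCOR corepressor complex / Amount: 1.35 nM GST-NR2E3 / Medium: Tris pH 7.5 / Compound: single nominal compound dose of 4.8 µM / Incubation: 5 h at 4 °C / Technique: TR-FRET, Eu(K)-anti-GST donor, streptavidin-D2 acceptor, ex 340, em 617/671 nm / Read-out basis: percent loss of FRET ratio relative to control wells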
PDI turbidity = blocks human protein disulfide isomerase activity. P07237. PDI insulin aggregation turbidity, A650, 90 min. inhibition, % at 10 µM. hit rate 0.052% among 350,000;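 active = mean inhibition across replicates of 30% or more, whatever share of single replicates reach that level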;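 also: absorbance from insulin aggregation driven by PDI reduction with DTT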
Target sequence (P07237 whole entry, looked up): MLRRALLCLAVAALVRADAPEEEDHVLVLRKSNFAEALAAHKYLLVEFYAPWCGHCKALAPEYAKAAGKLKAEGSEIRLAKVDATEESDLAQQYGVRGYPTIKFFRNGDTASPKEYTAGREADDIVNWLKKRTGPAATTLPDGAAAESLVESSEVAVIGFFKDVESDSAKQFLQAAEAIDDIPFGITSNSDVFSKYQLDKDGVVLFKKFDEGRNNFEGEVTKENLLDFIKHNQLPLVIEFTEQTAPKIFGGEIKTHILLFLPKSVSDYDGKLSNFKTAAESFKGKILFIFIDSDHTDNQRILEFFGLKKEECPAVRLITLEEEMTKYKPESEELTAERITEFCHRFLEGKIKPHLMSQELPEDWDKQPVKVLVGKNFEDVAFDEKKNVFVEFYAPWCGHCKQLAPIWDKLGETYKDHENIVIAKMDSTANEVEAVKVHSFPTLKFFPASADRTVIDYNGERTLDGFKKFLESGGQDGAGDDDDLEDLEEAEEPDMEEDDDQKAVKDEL
hiPSC survival = hiPSC single-cell survival enhancement; AID 602274; hit rate 0.044% among 360,000; ATPlite luminescence; 100% = ROCK inhibitor wells, 0% = DMSO; survival enhancement, % at 20 µM; in the data active = survival enhancement above about 18%;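 also: cells exposed to compounds for 16 hours before the ATP read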
CaV13 ICDI inh = Disruptors of the CACNA1D IQ motif to Ca2+-dependent inactivation inhibitor domain association, primary screening, Förster resonance energy transfer in intact living …. inhibition, % at 12.3 µM. AID 743397. hit rate 0.098% among 340,000. HEK cells, CFP/YFP FRET ICDI-IQ, plate reader, 10 min; percent FRET-ratio fall versus neutral wells;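 active = mean replicate inhibition of at least 30% and at least 1% of replicates passing that level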;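 also: 0% = median of the neutral control wells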
NR2E3 ag-2 = human photoreceptor-specific nuclear receptor agonism. AID 602229. hit rate 0.35% among 360,000. inhibition of corepressor binding, % at 3.98 µM. CHO-S Gal4-NCOR/VP16-NR2E3 two-hybrid, luciferase;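 active = inhibition above the mean of all tested compounds plus 3 SD, cut at about 70% in these data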;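 also: 0% = DMSO with NR2E3 transfected cells and 100% = cells lacking NR2E3 construct; higher means lower luciferase signal from less NR2E3 corepressor binding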
An asterisk follows results filed as active.

`Cc1cnc(NC(=O)CSc2nc3ccccc3s2)s1` gave HIF-2a inh 2, Granule exo inh 0, aDG glyco up 0.3, Peg3 prom inh -20, Vif inh 32, MITF TRPM1 inh -1, NR2E3 ag-1 1, PDI turbidity -12, hiPSC survival -1.2, CaV13 ICDI inh -6 and NR2E3 ag-2 -24.
For CN(C)CCOc1nc(-c2ccccc2)nc2c1oc1ccccc12 the results were HIF-2a inh 2, Granule exo inh -5, aDG glyco up 0.6, Peg3 prom inh 100*, Vif inh 40, MITF TRPM1 inh 20, NR2E3 ag-1 1, PDI turbidity 1, hiPSC survival -3.4, CaV13 ICDI inh -5 and NR2E3 ag-2 -47.
Screening COc1cccc(NC(=O)CN(C)C(=O)c2ccccc2CCc2ccccc2)c1 returned HIF-2a inh 7, Granule exo inh 1, aDG glyco up -0.1, Peg3 prom inh 41, Vif inh 2, MITF TRPM1 inh 7, NR2E3 ag-1 -1, PDI turbidity -3, hiPSC survival -0.1 and NR2E3 ag-2 -26.
O=C1CCC(=O)N1c1ccc(CSc2nc3ccccc3[nH]2)cc1 was read as HIF-2a inh -74, Granule exo inh 1, aDG glyco up 0.0, Peg3 prom inh -36, Vif inh -3, MITF TRPM1 inh -28, NR2E3 ag-1 5, PDI turbidity 2, hiPSC survival -0.6, CaV13 ICDI inh -4 and NR2E3 ag-2 -5.
COc1cc(/C=C2/SC(=O)N(CC(=O)N3CCCC3)C2=O)ccc1Oc1ccc([N+](=O)[O-])cn1 was read as HIF-2a inh 15, Granule exo inh -2, aDG glyco up -0.2, Peg3 prom inh 23, Vif inh -3, MITF TRPM1 inh 14, NR2E3 ag-1 -1, PDI turbidity -1, hiPSC survival 0.5, CaV13 ICDI inh -7 and NR2E3 ag-2 -5.
Cc1ccc(S(=O)(=O)N2CCCCC2)cc1C(=O)N(C)CC(=O)Nc1cccc(F)c1 was read as HIF-2a inh -1, Granule exo inh 3, aDG glyco up -0.1, Peg3 prom inh -1, Vif inh -6, MITF TRPM1 inh -3, NR2E3 ag-1 -3, PDI turbidity 9, hiPSC survival -0.3, CaV13 ICDI inh -6 and NR2E3 ag-2 -17.
For CC(=O)N1CCc2cc(S(=O)(=O)NC(C(=O)NC3CCCc4ccccc43)C(C)C)ccc21 (configuration not stated) the results were HIF-2a inh 8, Granule exo inh 0, aDG glyco up 0.1, Peg3 prom inh 10, Vif inh 37, MITF TRPM1 inh -1, NR2E3 ag-1 4, PDI turbidity 13, hiPSC survival -1.9, CaV13 ICDI inh -6 and NR2E3 ag-2 8.
Screening FC(F)C(F)(F)C1=CC(c2cccs2)=NCCN1 returned HIF-2a inh 9, Granule exo inh -4, aDG glyco up 0.5, Peg3 prom inh 11, Vif inh 3, MITF TRPM1 inh -2, NR2E3 ag-1 4, PDI turbidity -4, hiPSC survival -3.4, CaV13 ICDI inh -5 and NR2E3 ag-2 -11.
Cc1cccc(C)c1OCCNC(=O)CCC(=O)c1ccccc1 was read as HIF-2a inh 8, Granule exo inh 2, aDG glyco up -0.1, Peg3 prom inh 1, MITF TRPM1 inh 10, NR2E3 ag-1 -3, PDI turbidity -5, hiPSC survival 1.0, CaV13 ICDI inh -3 and NR2E3 ag-2 -2.
CCOC(=O)C1=CN(Cc2ccco2)S(=O)(=O)N(C)C1c1cccc(OC)c1 (configuration not stated) was read as HIF-2a inh 12, Granule exo inh -10, aDG glyco up -0.2, Peg3 prom inh 8, MITF TRPM1 inh -4, PDI turbidity 0, hiPSC survival 2.1, CaV13 ICDI inh -3 and NR2E3 ag-2 -5.
`COCCNCCCOc1ccc(C)cc1Br` gave HIF-2a inh 8, Granule exo inh 7, aDG glyco up 0.8, Peg3 prom inh 10, Vif inh 3, MITF TRPM1 inh 15, NR2E3 ag-1 3, PDI turbidity 18, hiPSC survival 0.6, CaV13 ICDI inh 11 and NR2E3 ag-2 10.
For CCOC(=O)c1cc(CC)sc1/N=C/C1=C(O)CCCC1=O the results were HIF-2a inh -2, Granule exo inh 5, aDG glyco up -0.3, Peg3 prom inh 4, Vif inh 2, MITF TRPM1 inh -22, NR2E3 ag-1 3, PDI turbidity -9, hiPSC survival -0.4, CaV13 ICDI inh -3 and NR2E3 ag-2 -15.
For CCOc1ccc(C(=O)Cc2ccccc2)cc1 the results were HIF-2a inh -238, Granule exo inh 6, aDG glyco up 0.1, Peg3 prom inh -305, Vif inh 0, MITF TRPM1 inh -66, PDI turbidity -13, hiPSC survival -1.0, CaV13 ICDI inh -7 and NR2E3 ag-2 -103.
CCOc1ccc(N(CC(=O)NCCSCc2ccc(Cl)cc2)S(C)(=O)=O)cc1 was read as HIF-2a inh 13, Granule exo inh 43, aDG glyco up 0.0, Peg3 prom inh 19, Vif inh -4, MITF TRPM1 inh -6, NR2E3 ag-1 3, PDI turbidity 8, hiPSC survival -0.5, CaV13 ICDI inh -5 and NR2E3 ag-2 11.
For O=C(c1cccc(C(F)(F)F)c1)C1CCCN(C(=O)CCCN2CCCC2=O)C1 (configuration not stated) the results were HIF-2a inh 11, Granule exo inh -6, aDG glyco up -0.1, Peg3 prom inh 9, Vif inh -6, MITF TRPM1 inh -4, NR2E3 ag-1 0, PDI turbidity 2, hiPSC survival -2.4, CaV13 ICDI inh -5 and NR2E3 ag-2 6.
CC1C(=O)N(Cc2cn(CC3CCCCC3)nn2)CCS(=O)(=O)N1Cc1ccc(-c2ccc(F)nc2)cc1 (configuration not stated) was read as HIF-2a inh 2, Granule exo inh -2, aDG glyco up -0.1, Peg3 prom inh 2, Vif inh -3, PDI turbidity 4, hiPSC survival -0.7, CaV13 ICDI inh -4 and NR2E3 ag-2 -24.
`O=C(CSc1ccccn1)N1CCN(c2ccccc2)CC1` gave HIF-2a inh -84, Granule exo inh -2, aDG glyco up -0.1, Peg3 prom inh -39, Vif inh 7, MITF TRPM1 inh -8, NR2E3 ag-1 4, PDI turbidity 3, hiPSC survival -0.3, CaV13 ICDI inh -8 and NR2E3 ag-2 -9.
`O=C(CC1CCCCC1)N1CCN(c2ccccn2)CC1` gave HIF-2a inh -43, Granule exo inh 8, aDG glyco up 0.1, Peg3 prom inh 5, Vif inh -9, MITF TRPM1 inh -8, NR2E3 ag-1 2, PDI turbidity -9, hiPSC survival 1.4 and NR2E3 ag-2 16.
`CCCN(CCC)C(=O)Nc1ccc(F)cc1F` gave HIF-2a inh 14, Granule exo inh 0, aDG glyco up -0.2, Peg3 prom inh 6, Vif inh -5, MITF TRPM1 inh -3, NR2E3 ag-1 1, PDI turbidity 4, hiPSC survival -0.8, CaV13 ICDI inh 3 and NR2E3 ag-2 -10.
O=S(=O)(c1ccccc1)c1nc(-c2ccccc2F)oc1NCc1cccnc1 was read as HIF-2a inh 14, Granule exo inh -2, aDG glyco up -0.1, Peg3 prom inh 2, Vif inh -4, MITF TRPM1 inh 11, NR2E3 ag-1 6, PDI turbidity 0, hiPSC survival -0.3, CaV13 ICDI inh -2 and NR2E3 ag-2 -12.
For Cc1cc(/C=N/NC(=O)COc2cccc3cccnc23)c(C)n1-c1ccc(O)cc1 the results were HIF-2a inh 17, Granule exo inh -1, aDG glyco up -0.2, Peg3 prom inh 16, Vif inh 19, MITF TRPM1 inh -16, NR2E3 ag-1 1, PDI turbidity 3, hiPSC survival 3.6, CaV13 ICDI inh -6 and NR2E3 ag-2 3.
Screening COc1ccc(-c2cc(-c3nnc(COC(=O)C4CC4C)o3)c3ccccc3n2)cc1OC (configuration not stated) returned HIF-2a inh -19, Granule exo inh 1, aDG glyco up -0.4, Peg3 prom inh 38, Vif inh -18, MITF TRPM1 inh -10, NR2E3 ag-1 -1, PDI turbidity -1, hiPSC survival -0.1, CaV13 ICDI inh -4 and NR2E3 ag-2 -28.
Screening Cc1csc(SCC(=O)Nc2ccc(C)c(F)c2)n1 returned HIF-2a inh -95, Granule exo inh 2, aDG glyco up 0.0, Peg3 prom inh -119, Vif inh 17, MITF TRPM1 inh -48, NR2E3 ag-1 2, PDI turbidity -5, hiPSC survival -1.4, CaV13 ICDI inh -3 and NR2E3 ag-2 -8.
Screening Cc1ccc(S(=O)(=O)N2CCN(c3nc(CN4CCCC4)nc4sc(C)c(C)c34)CC2)cc1 returned HIF-2a inh 11, Granule exo inh -1, aDG glyco up 0.8, Peg3 prom inh 8, Vif inh -3, MITF TRPM1 inh 18, NR2E3 ag-1 -3, PDI turbidity 15, hiPSC survival -1.0, CaV13 ICDI inh -6 and NR2E3 ag-2 -21.
For O=C(Cn1cnc2ccccc21)OCC(=O)N1CCc2ccccc2C1 the results were HIF-2a inh 17, Granule exo inh 0, aDG glyco up -0.2, Peg3 prom inh 16, Vif inh -4, MITF TRPM1 inh -4, NR2E3 ag-1 1, PDI turbidity -15, hiPSC survival 5.8, CaV13 ICDI inh -4 and NR2E3 ag-2 -8.
`COc1ccccc1NC(=O)CSc1n[nH]c(-c2ccccn2)n1` gave HIF-2a inh 8, Granule exo inh -1, aDG glyco up 0.3, Peg3 prom inh 7, Vif inh -3, MITF TRPM1 inh 7, NR2E3 ag-1 3, PDI turbidity -2, hiPSC survival -0.1, CaV13 ICDI inh -4 and NR2E3 ag-2 -3.
CC(C)c1ccccc1OCCCCN1CCCCC1 was read as HIF-2a inh 13, Granule exo inh 9, aDG glyco up 0.0, Peg3 prom inh 7, Vif inh 9, MITF TRPM1 inh 8, NR2E3 ag-1 5, PDI turbidity -1, hiPSC survival 0.8, CaV13 ICDI inh -4 and NR2E3 ag-2 -40.
Screening N#CCCN(C(=S)NC(=O)c1cccs1)c1ccccc1F returned HIF-2a inh -40, Granule exo inh 7, aDG glyco up -0.2, Peg3 prom inh -16, Vif inh -18, MITF TRPM1 inh 3, PDI turbidity 3, hiPSC survival -0.6, CaV13 ICDI inh -6 and NR2E3 ag-2 25.
`O=C(Nc1cccc(NC(=O)c2cccs2)c1)c1ccc(Br)cc1` gave HIF-2a inh -50, Granule exo inh 8, aDG glyco up 0.0, Peg3 prom inh -16, Vif inh 0, MITF TRPM1 inh -5, NR2E3 ag-1 -1, PDI turbidity 6, hiPSC survival 1.0, CaV13 ICDI inh -2 and NR2E3 ag-2 1.
Screening Cc1cccc(NC(=O)CSCC(=O)N(C)CCOc2ccc(Cl)cc2)c1 returned HIF-2a inh -2, Granule exo inh -6, aDG glyco up 0.0, Peg3 prom inh 26, Vif inh -4, MITF TRPM1 inh -3, NR2E3 ag-1 -1, PDI turbidity 1, hiPSC survival -0.5, CaV13 ICDI inh -4 and NR2E3 ag-2 7.
For CC(=O)C1CCC2C3CC(O)C4=CC(=O)CCC4(C)C3C(=O)CC12C (configuration not stated) the results were HIF-2a inh 6, Granule exo inh -5, aDG glyco up -0.1, Peg3 prom inh -3, Vif inh 9, MITF TRPM1 inh 0, PDI turbidity -10, hiPSC survival -1.8, CaV13 ICDI inh -10 and NR2E3 ag-2 26.

Assay outcomes deposited in PubChem by several laboratories.
